Screens deposited in PubChem BioAssay by several laboratories.
MgcRacGAP inhibition – MgcRacGAP GTPase-activating activity inhibitors, confirmation, biochemical, ADP Hunter fluorescence. MgcRacGAP-stimulated Rac1 GTP hydrolysis, ADP Hunter fluorescence; higher % means a stronger effect; GST-tagged Rac1 F28L mutant substrate. inhibition, % at 30 µM, or IC50 in µM where a hit was titrated. 340,000 compounds, 0.6% hits;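 active means first-screen hits whose inhibition reached a set limit at any dose in the follow-up dose series; inconclusive means inhibition above the set first-screen limit but never retested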;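 further: fluorescence reports GDP produced by GAP-driven GTP hydrolysis; strong numbers were not always called active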
T cell modulator – T cell immune modulation candidate. 2C CD8+ T cell-vesicle binding, flow cytometry; stronger effect = lower value. calls only at 7 µM. 330,000 compounds, 0.068% hits;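 active means response, share of CD8 T cells binding vesicles, and their 90th percentile fluorescence all below set limits, cut at about 80% in these data, passing the limit was not always enough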
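Test system: purified 2C TCR transgenic mouse naive CD8+ T cells. Probe or stimulus: QL9-peptide-loaded Drosophila micro-vesicles bearing Ld, ICAM-1 and B7-1. Incubation: binding step 1.5 h, 37 °C, antibody labelling 20 min, ice. Measured by: flow cytometry of vesicle-bound cells.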
GPR55 antagonists – inhibition of LPI-stimulated GPR55 beta-arrestin translocation – imaging, U2OS, beta-arrestin-GFP, LPI agonist, primary screen (AID 2013); U2OS GPR55 beta-arrestin-GFP translocation imaging, LPI antagonism; higher % means a stronger effect; 290,000 compounds, 0.13% hits; inhibition, % at 10 µM; hits with a dose series show IC50 in µM;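 active means spots per cell inhibited over 60%, with over 100 cells counted and total cytoplasm intensity under 500,000; inconclusive means wells with under 100 cells, flagged as likely toxic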;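 further: U2OS cells stably carrying GPR55 and arrestin-GFP stimulated by 5 µM LPI near EC80; imaged beta-arrestin-GFP aggregate spots per cell after agonist stimulation; plate controls were LPI-stimulated DMSO wells for no effect and DMSO wells without LPI for full effect; some results filed as inactive read as strong as hits; confirmed hits need IC50 under 10 µM and bright autofluorescent wells are also inconclusive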
LYP phosphatase – PTPN22 lymphoid phosphatase activity blockers – biochemical, fluorescence intensity, uHTS (AID 1779). inhibition, % at 11.5 µM; hits with a dose series show IC50 in µM. recombinant LYP phosphatase, fluorescence intensity; higher % means a stronger effect. 290,000 compounds, 0.054% hits; in the data active means inhibition above about 50%;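 further: plate controls were vehicle with enzyme for no effect and no enzyme for full effect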
Large T inhibition – TAg ATPase/helicase activity blockers – biochemical (AID 1903); SV40 large T antigen ATPase/helicase inhibition assay; higher % means a stronger effect; 310,000 compounds, 0.39% hits; inhibition, % at 20 µM; hits with a dose series show IC50 in µM; in the data active means a potency from the dose series; inconclusive means inhibition mostly from about 32% at the one dose, without a potency; inactive means the rest, 99 in 100 with inhibition below about 32%; further: strong numbers were not always called active
GPR35 antagonists – GPR35 antagonists blocking zaprinast-driven arrestin recruitment, primary screen, imaging, U2OS, beta-arrestin-GFP, zaprinast agonist (AID 2058); U2OS GPR35 beta-arrestin-GFP translocation imaging, zaprinast antagonism; higher % means a stronger effect; one-dose inhibition, % at 10 µM; IC50 in µM for titrated hits; 290,000 compounds, 0.052% hits;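 active means inhibition of at least 50% with at least 30 cells and total cytoplasm GFP at most 10,000,000; inconclusive means under 30 cells or total GFP of 10,000,000 plus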
NTR1 agonist – agonists of NTR1, primary screen, imaging, U2OS cells, beta-arrestin-GFP, high content (AID 493036); P30989; NTR1-U2OS beta-arrestin-GFP spot imaging, agonist mode; activation, % at 20 µM; 330,000 compounds, 0.17% hits;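 active means activation at or above 40% of the spot to cytoplasm intensity ratio, with at least 20 cells analyzed; inconclusive means wells under 20 cells, flagged as cytotoxic or low count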;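 further: 0% = DMSO without peptide and 100% = 100 nM NTR1 peptide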
Target sequence (P30989 whole entry, looked up): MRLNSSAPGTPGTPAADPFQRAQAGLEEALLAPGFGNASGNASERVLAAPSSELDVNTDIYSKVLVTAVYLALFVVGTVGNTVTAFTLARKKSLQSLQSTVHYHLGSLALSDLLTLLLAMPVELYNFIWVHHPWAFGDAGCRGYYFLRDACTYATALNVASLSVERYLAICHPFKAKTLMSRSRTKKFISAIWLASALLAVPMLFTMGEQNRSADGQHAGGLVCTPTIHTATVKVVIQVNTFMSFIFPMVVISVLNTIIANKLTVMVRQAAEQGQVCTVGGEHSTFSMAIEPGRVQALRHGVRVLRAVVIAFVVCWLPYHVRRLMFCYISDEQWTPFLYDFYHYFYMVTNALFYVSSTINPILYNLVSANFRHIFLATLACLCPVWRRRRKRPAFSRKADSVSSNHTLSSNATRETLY
GPR55 activation – selective activators of receptor GPR55 – imaging, U2OS cells, beta-arrestin-GFP redistribution, primary screen (AID 1961). U2OS GPR55 beta-arrestin-GFP redistribution imaging; higher % means a stronger effect. activation, % at 10 µM; hits with a dose series show EC50 in µM. 290,000 compounds, 0.048% hits;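 active means activation above 40% with more than 50 cells counted in the well; inconclusive means wells holding fewer than 50 cells, flagged as toxic or sparse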;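 further: U2OS osteosarcoma cells stably expressing GPR55 and beta-arrestin-GFP; plate controls were DMSO negative control for no effect and LPI positive control for full effect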
Hep lipid drop – hepatic lipid droplet formation modulation. AML12 mouse hepatocytes, oleate lipid droplets, BODIPY imaging. inhibition, % at 6.5 µM. 240,000 compounds, 0.4% hits;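 active means lipid droplet intensity inhibited by at least 50%, with more than 500 cells counted; inconclusive means wells with under 300 cells, treated as cytotoxic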
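Assay system: AML12 hepatocytes (mouse) / Also added: 100 µM oleic acid challenge / Times: overnight treatment with compound plus oleate / Detection: high-content imaging of BODIPY-stained droplets and DAPI nuclei / Evaluation: % inhibition of lipid droplet signal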
Hep lipid drop cells 6.5 µM – second read-out of Hep lipid drop, no call of its own (marks repeat the call); cell count; measured here: cell count, cytotoxicity flag;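 cells counted across two imaged fields per well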
T cell modulator vesicle-bound % – further read-out of T cell modulator, marked with its call; double positive events, %; measured here: CD8+ vesicle-bound cell fraction;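 binding gate set so that unloaded-vesicle control wells show 10% double positive cells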
NTR1 agonist cell count 20 µM – further read-out of NTR1 agonist, marked with its call; cell count; measured here: cell count, cytotoxicity flag
* hit, by the source's call; i = inactive; ? = inconclusive; nt = no result given.

Compound,MgcRacGAP inhibition,T cell modulator,T cell modulator vesicle-bound %,GPR55 antagonists,LYP phosphatase,Large T inhibition,GPR35 antagonists,NTR1 agonist,NTR1 agonist cell count 20 µM,GPR55 activation,Hep lipid drop,Hep lipid drop cells 6.5 µM
CN(C)CCCN(C(=O)c1ccc(S(=O)(=O)N2CCCCCC2)cc1)c1nc2ccc(F)cc2s1,8.7%,i,74.5,29.7%,-6.7%,-3.0%,-4.3%,11.8,54,-0.1%,-9.9,760
Cc1nnc(NC(=O)CSc2nnc(CC(=O)Nc3ccccc3F)n2C)s1,3.7%,i,11.6,1.8%,-10.4%,11.1%,0.8%,-2.5,42,0.2%,13.9,718
O=C1N(c2cccc(Cl)c2)C(c2ccc(Cl)cc2)N2CCCN12 (stereo not given),-0.4%,i,46.8,16.3%,-5.7%,13.6%,2.2%,2.7,45,0.2%,-8.7,666
COc1ccccc1NC(=O)CCc1c(C)nc2c(-c3ccc(F)cc3)c(C)nn2c1C,-0.6%,i,28.9,-6.5%,0.2%,15.4%,-1.6%,0.8,60,-0.1%,-13.5,735
NC(=O)COC(=O)c1cc(-c2ccco2)nc2ccccc12,14.9%,i,27.7,4.6%,-0.7%,16.2%,6.1%,2.3,63,-0.3%,-12.8,760
N#Cc1cc([N+](=O)[O-])ccc1NC(=O)COC(=O)CCC1CCCCC1,nt,i,28.6,-7.8%,-4.4%,14.7%,-0.9%,2.0,51,-0.2%,-6.3,654
O=S(=O)(Nc1ccc(-c2ccc3nncn3n2)cc1)c1ccccc1Cl,1.4%,i,38.9,nt,nt,12.1%,nt,1.0,59,nt,nt,nt
COc1ccc(C)cc1S(=O)(=O)N1CCN(S(=O)(=O)c2cc(C)ccc2OC)CC1,6.2%,i,23.6,13.6%,-7.1%,0.8%,-3.2%,1.1,85,-0.1%,6.2,784
COc1ccc(OC)c(S(=O)(=O)Nc2ccc3c(c2)N(C(C)=O)CCC3)c1,-2.9%,i,51.1,nt,nt,21.7%,nt,-0.6,67,nt,nt,nt
O=C1c2cccnc2C(=O)N1Cc1ccc(S(=O)(=O)N2CCOc3ccccc32)cc1,2.5%,i,49.4,-2.2%,-5.4%,16.5%,26.3%,-0.9,66,0.0%,28.7,726
CCOCCCNC(=O)C(c1ccc(C)cc1)N1CCOCC1 (stereo not given),9.9%,i,44.2,0.8%,-1.7%,3.9%,9.9%,-0.2,85,-0.2%,nt,nt
CCOP(=O)(CC(C(C)=O)C(O)c1ccccc1)OCC (stereo not given),7.6%,nt,nt,-9.4%,-3.1%,2.6%,7.1%,-3.4,79,-0.3%,5.8,776
Cc1ccc(S(=O)(=O)N2CCC(C(=O)OCC(=O)NCCc3ccccc3)CC2)cc1C,2.6%,i,60.0,nt,nt,17.2%,nt,0.9,57,nt,nt,nt
CC(=O)c1c(C)[nH]c(C(=O)NCc2cccc(Cl)c2)c1C,5.8%,i,28.1,-2.1%,-3.4%,18.5%,7.3%,-1.9,54,-0.2%,6.9,646
COc1cccc(-c2csc(N3CCN(C(=O)C4CCCCC4)CC3)n2)c1,-9.1%,i,38.3,-1.9%,3.1%,1.8%,0.4%,4.1,72,-0.2%,-3.7,753
COc1ccc(CCNC(=O)CNC(=O)c2ccc3c(c2)OCO3)cc1OC,3.9%,i,40.7,-0.3%,-7.6%,-5.2%,-3.5%,-2.1,43,-0.2%,4.3,782
O=C1c2ccccc2CCCC12N=NCC2c1cccc2ccccc12 (stereo not given),8.1%,i,60.4,-0.7%,3.8%,-6.7%,12.7%,-0.2,62,-0.1%,nt,nt
CCn1c(SCC(=O)N2CCc3ccccc3C2)nc2sc(C)c(C)c2c1=O,13.8%,i,19.3,-5.0%,-6.9%,5.6%,2.7%,33.7,44,0.0%,-29.9,694
COc1ccc(C(=O)OCC(=O)c2c(N)n(C)c(=O)n(C)c2=O)cc1OC,6.4%,i,3.6,-4.7%,-3.8%,-4.1%,-1.5%,0.1,34,0.1%,-21.2,717
CCC(=O)Nc1ccc(C(=O)N/N=C/c2cc(Br)c(OC)cc2OC)cc1,5.4%,i,48.6,5.6%,-1.5%,4.2%,14.0%,0.6,52,-0.2%,2.5,629
O=C(Nc1ncc(Br)s1)C1CCCN1S(=O)(=O)c1cccc2cccnc12 (stereo not given),3.8%,i,39.3,-1.5%,0.8%,-3.7%,3.4%,-0.8,62,-0.1%,2.9,708
Cc1ccc(/C(O)=C2/C(=O)C(=O)N(CC(=O)O)C2c2ccc([N+](=O)[O-])cc2)cc1 (stereo not given),11.2%,i,39.6,4.8%,-4.2%,8.8%,7.7%,0.5,74,-0.1%,nt,nt
Cc1ccc(C(=O)N2CCN(c3nc4ccccc4n3C)CC2)cc1,4.4%,i,62.4,0.6%,-6.4%,11.5%,7.2%,0.1,105,-0.2%,-8.3,787
Cc1ccc(S(=O)(=O)N2CCCCC2)cc1NC(=O)CNCc1ccco1,198µM*,i,16.3,0.7%,-8.4%,6.3%,16.9%,0.6,64,-0.2%,0.9,737
CCOC(=O)C1CCCN(C(=O)CSCc2ccccc2)C1 (stereo not given),6.1%,i,69.4,5.6%,-8.7%,8.1%,1.7%,1.2,48,-0.2%,nt,nt
C=CCNC(=O)N1CCc2[nH]c3ccc(F)cc3c2C1,9.7%,i,54.9,0.0%,-9.2%,7.4%,-4.5%,-1.1,88,-0.1%,-4.1,780
Cc1cc(Nc2cccc(Cl)c2)nc(-c2ccccc2O)n1,nt,i,52.0,1.5%,3.3%,21.9%,-3.9%,20.8,102,0.0%,13.9,785
COc1ccc(C2CC(C(F)(F)F)n3nc(C(=O)NCc4cn(C)nc4C)c(Cl)c3N2)cc1 (stereo not given),-12.2%,i,11.3,-1.5%,-2.8%,5.1%,4.8%,-0.5,59,-0.1%,-4.4,724
CC(C)C(=O)Nc1ccc(N2CCN(C(=O)c3cccs3)CC2)cc1,6.8%,i,34.9,17.6%,-4.4%,2.5%,-5.8%,-0.7,97,-0.1%,5.6,769
Cc1ccc(/C=C/C(=O)O)cc1S(=O)(=O)NCC1CCCO1 (stereo not given),3.9%,i,46.3,-1.6%,-3.0%,2.6%,3.1%,0.4,90,-0.1%,-0.3,653
Cc1cccc(N2C(=O)/C(=C/c3cccnc3)SC2=S)c1,9.4%,i,29.9,-7.7%,-3.9%,7.5%,11.6%,11.0,36,0.4%,15.2,727
COc1cccc(N2CC(NS(=O)(=O)c3ccc(Cl)cc3)CC2=O)c1 (stereo not given),4.5%,i,32.3,nt,nt,18.7%,nt,-0.1,56,nt,nt,nt
CCN1CCN(C(=O)C2CCC(CNS(=O)(=O)c3ccccc3)CC2)CC1 (stereo not given),-0.4%,i,11.8,1.6%,-1.2%,0.5%,1.3%,-0.8,40,0.3%,-14.1,785
Cc1cccc(/C=N/n2c(-c3ccco3)n[nH]c2=S)c1,31.1%,i,32.7,0.0%,1.9%,?,12.5%,1.2,54,-0.1%,-19.3,752
Cc1ccc(C(=O)NCC(C)NC(=O)c2ccc(C)c(C)c2)cc1C (stereo not given),4.0%,i,11.5,nt,nt,4.8%,nt,0.1,57,nt,nt,nt
COc1ccc(S(=O)(=O)NC(C)C(=O)NCc2ccccn2)cc1OC (stereo not given),6.2%,i,33.3,9.5%,-12.8%,-1.7%,9.9%,0.9,59,0.3%,-22.1,715
CN(C)c1ccc(NC(=O)CN2CCN(c3ccc(F)cc3)CC2)cc1,18.4%,i,32.5,0.0%,-4.1%,5.83µM*,6.1%,0.0,68,0.0%,23.0,826
CCc1ccc(N(C(=O)CCC(=O)Nc2cc(C)on2)C(C(=O)NC2CCCC2)c2ccco2)cc1 (stereo not given),6.5%,i,30.4,-5.6%,2.4%,-13.7%,-8.5%,-2.5,92,-0.3%,11.2,723
COc1ccccc1NS(=O)(=O)c1ccc(NC(=O)c2ccncc2)cc1,-0.1%,i,26.0,-16.4%,-3.3%,-0.6%,6.0%,2.5,30,0.5%,14.5,735
O=C(Cn1c(=O)n(-c2ccc(F)cc2)c(=O)c2sccc21)NC1CCCCC1,15.9%,i,60.0,6.4%,-7.1%,6.8%,3.7%,4.5,57,-0.3%,-5.8,745
O=C(NCCCO)/C(=C\c1ccco1)NC(=O)c1ccc(Br)o1,0.2%,i,51.0,9.3%,-4.3%,10.8%,-6.8%,0.1,51,0.0%,-3.4,718
